Bcl-B displacement – displacers of TR3 peptide from Bcl-B, primary screen, selectivity assay for Bfl-1 inhibitor project, biochemical, fluorescence polarization; FP displacement of FITC-TR3 peptide from Bcl-B; higher % means a stronger effect; actives 0.11% (n = 96,000); displacement, % at 20 µM; hits with a dose series show IC50 in µM; AID 748;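 active = displacement above 50% at 20 µM plus a fluorescence interference ratio under 1.5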;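 note: plate controls were wells without compound for no effect and wells lacking Bcl-B protein for full effect; a part of the inactive calls stands beside numbers as strong as those of hits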
NFkB transloc pot – enhances IL-1B driven NFkB nuclear translocation. AID 819. actives 0.3% (n = 94,000). activation, % at 2 µM. HUVEC IL-1B NFkB p65 nuclear translocation imaging;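 active = activation above 40%, about the mean plus 3 SD, also judged a hit on visual image review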;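 note: percent activation is computed from the nuclear over cytoplasmic p65 intensity ratio; values of inactives mirror those of a sister screen read the other way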
NFkB transloc inh – blocks IL-1B driven NFkB nuclear translocation in HUVEC cells. HUVEC IL-1B NFkB p65 nuclear translocation imaging. inhibition, % at 2 µM. actives 0.43% (n = 94,000). AID 796;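 active = inhibition above about 30% together with a positive call from visual inspection of the well image, limit read from the data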;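 note: nuclear over cytoplasmic p65 intensity ratio measured by imaging; 0% = IL-1B stimulated DMSO wells and 100% = unstimulated DMSO wells; values of inactives mirror those of a sister screen read the other way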
PLAP inhibitors HTS – PLAP enzyme inhibitors, biochemical, luminescence, HTS (AID 690). one-dose inhibition, % at 20 µM; IC50 in µM for titrated hits. purified PLAP, luminescent substrate; higher % means a stronger effect. actives 0.08% (n = 96,000); in the data active = a potency from the dose series; inactive = the rest, 99 in 100 with inhibition below about 30%; note: strong numbers were not always called active
MRP resist rev – compounds reversing MRP-mediated drug resistance; H69AR cells + 2 uM doxorubicin, CellTiter-Glo, 72 h; differential viability (reversal), % at 10 µM; actives 0.04% (n = 85,000);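 active = viability drop by adding the cancer drug above about 55%, with treated viability meeting a 40% cutoff, limit read from the data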;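 note: viability without doxorubicin minus viability with 2 µM doxorubicin for each compound; larger differential means the compound sensitizes cells more to doxorubicin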
MRP resist rev cytotoxicity – recorded beside MRP resist rev, whose call it bears; viability, %; H69AR cells, CellTiter-Glo, 72 h; measured here: cytotoxicity without doxorubicin
MRP resist rev with doxorubicin – further read-out of MRP resist rev, marked with its call; viability, %; measured here: viability with 2 uM doxorubicin; hits give low values
NFkB transloc inh cell count 2 µM – further read-out of NFkB transloc inh, marked with its call; cell count; measured here: cells passing quality filter;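 raw number of nuclei counted in each imaged well without normalization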
NFkB transloc pot cell count 2 µM – further read-out of NFkB transloc pot, marked with its call; cell count; measured here: cells passing quality filter
Active calls of the source: *; . = not tested or not shown.

mol	Bcl-B displacement	NFkB transloc pot	MRP resist rev	MRP resist rev with doxorubicin	NFkB transloc inh	PLAP inhibitors HTS	NFkB transloc inh cell count 2 µM	NFkB transloc pot cell count 2 µM	MRP resist rev cytotoxicity
CCC(C)NS(=O)(=O)c1ccc(OCC(=O)N2CCCCC2)cc1 (configuration not stated)	-7.7%	3.0	4.4	101.8	-3.0	-20.8%	204	204	106.3
Cc1cc2c(c(=O)n1Cc1ccc3c(c1)OCO3)C(c1cccnc1)C(C#N)=C(N)O2 (configuration not stated)	-1.5%	9.8	-11.8	96.0	-9.8	12.1%	86	86	84.2
O=C(CSc1nc2ccccc2[nH]1)Nc1c(F)cccc1F	2.3%	7.5	13.6	91.5	-7.5	-51.7%	162	162	105.2
Brc1ccc(Nc2nc3ccccc3n3nnnc23)cc1	-11.0%	-4.8	0.7	35.1	4.8	-12.8%	184	184	35.8
CCOC(=O)C1(S(=O)(=O)c2ccc(Cl)cc2)CCN(Cc2ccc(C)cc2)CC1	4.3%	3.4	.	.	-3.4	-28.7%	122	122	.
CC(C)(C)c1ccc(OCC(=O)OCCNC(=O)c2cccnc2)cc1	0.0%	-2.3	.	.	2.3	-13.6%	135	135	.
CCN1CCN(CC(=O)N2c3ccccc3CC2C)CC1 (configuration not stated)	-8.8%	2.4	-2.5	107.3	-2.4	10.7%	169	169	104.8
CCn1c(SCc2ccc(C(=O)OC)o2)nnc1-c1c[nH]c2ccccc12	18.4%	.	2.9	79.4	.	-44.9%	.	.	82.3
CCOC(=O)C1C(=O)CC(C)(O)C(C(=O)OCC)C1c1ccc(OC)cc1 (configuration not stated)	-8.3%	18.1	0.0	77.2	-18.1	-9.5%	64	64	77.2
CC(C)N(C(=O)Cn1cnc2c(cnn2-c2ccccc2Cl)c1=O)C(C)C	5.7%	-2.7	13.7	70.6	2.7	8.6%	177	177	84.3
COc1ccc(-n2cnnc2SCC(=O)NC2CCS(=O)(=O)C2)cc1 (configuration not stated)	-6.2%	20.3	8.0	97.2	-20.3	13.8%	126	126	105.2
O=C(CCC(=O)N1CCc2ccccc2C1)N1CCN(S(=O)(=O)c2ccccc2)CC1	.	-3.1	-7.2	116.7	3.1	.	138	138	109.5
Cc1c(Br)c([N+](=O)[O-])nn1C(C)C(=O)Nc1ccc2c(c1)OCO2 (configuration not stated)	0.5%	6.8	.	.	-6.8	-4.8%	134	134	.
COc1ccc(OC)c(C2CC(=O)NC(SC)=C2C#N)c1 (configuration not stated)	-5.7%	-1.6	15.4	84.1	1.6	3.3%	47	47	99.5
CCC(=O)Nc1ccc(S(=O)(=O)N2CCN(c3ccc(F)cc3)CC2)cc1	-7.4%	5.4	-33.1	81.2	-5.4	1.2%	140	140	48.0
CC(C)c1nnc(NC(=O)CCN2C(=O)c3ccccc3C2=O)s1	-5.9%	-3.9	9.2	89.7	3.9	15.4%	174	174	98.8
CC(C)OC(=O)c1c(N)sc2c1CCCC2	.	13.2	4.0	82.7	-13.3	.	124	124	86.6
COc1ccccc1N1CCN(c2cc(N3CCCC3)nc(C)n2)CC1	.	30.2	.	.	-30.2	.	143	143	.
CNc1cc(N2CCCCCC2)ccc1[N+](=O)[O-]	-4.0%	0.5	.	.	-0.5	23.8%	97	97	.
CCSC1=C(C#N)C(c2cccc(Br)c2)CC(=O)N1 (configuration not stated)	2.6%	-11.2	0.9	85.8	11.2	-30.8%	100	100	86.7
C=CCn1c(=O)/c(=C2/SC(C)=C(C)N2CC)s/c1=C1/C(=O)N(CC)C(=S)N1c1ccccc1	7.1%	11.2	30.1	58.6	-11.2	-4.3%	81	81	88.8
CCOc1ccc(CN(Cc2ccco2)C(c2cccs2)c2nnnn2C(C)(C)C)cc1 (configuration not stated)	-17.5%	0.5	-5.9	63.2	-0.5	-33.4%	122	122	57.3
Cc1ccc2occ(CN3CCN(c4ccccc4)CC3)c(=O)c2c1	-3.5%	35.1	.	.	-35.1	-44.8%	118	118	.
CCOc1ccc(OCC)c(NC(=O)CN2CCN(C(=O)c3ccco3)CC2)c1	-6.7%	10.1	-13.4	98.7	-10.1	1.9%	152	152	85.3
Cc1cccc(C)c1NC(=O)CSc1nc2ccccc2c(=O)[nH]1	5.7%	31.8	16.4	68.7	-31.8	-5.2%	189	189	85.1
Cc1nn(Cc2ccc(Cl)cc2)c2sc(C(=O)OCC(N)=O)cc12	-4.3%	-5.5	9.5	76.8	5.5	21.5%	47	47	86.3
Cc1ccc(-c2nc3ncccn3c2NC2CCCC2)o1	-8.6%	-7.9	8.7	53.0	7.9	7.3%	200	200	61.8
COC(=O)c1ccc(NS(=O)(=O)c2ccc(OC)cc2)cc1	-1.1%	3.6	1.9	104.8	-3.6	-0.4%	154	154	106.7
Clc1ccccc1SCc1nc2ccccc2[nH]1	-5.5%	1.2	.	.	-1.2	15.0%	128	128	.
COc1nnc(-c2ccc(N3CCCCC3)c(N)c2)c2ccccc12	.	14.4	.	.	-14.4	.	149	149	.

Another view of part of the listing above:
CCOc1ccc(CN(Cc2ccco2)C(c2cccs2)c2nnnn2C(C)(C)C)cc1 (configuration not stated)
- Bcl-B displacement: -17.5%
- NFkB transloc pot: 0.5
- MRP resist rev: -5.9
- MRP resist rev with doxorubicin: 63.2
- NFkB transloc inh: -0.5
- PLAP inhibitors HTS: -33.4%
- NFkB transloc inh cell count 2 µM: 122
- NFkB transloc pot cell count 2 µM: 122
- MRP resist rev cytotoxicity: 57.3
Cc1ccc2occ(CN3CCN(c4ccccc4)CC3)c(=O)c2c1
- Bcl-B displacement: -3.5%
- NFkB transloc pot: 35.1
- MRP resist rev: .
- MRP resist rev with doxorubicin: .
- NFkB transloc inh: -35.1
- PLAP inhibitors HTS: -44.8%
- NFkB transloc inh cell count 2 µM: 118
- NFkB transloc pot cell count 2 µM: 118
- MRP resist rev cytotoxicity: .

Other compounds
mol	Bcl-B displacement	NFkB transloc pot	MRP resist rev	MRP resist rev with doxorubicin	NFkB transloc inh	PLAP inhibitors HTS	NFkB transloc inh cell count 2 µM	NFkB transloc pot cell count 2 µM	MRP resist rev cytotoxicity
COc1cccc(-c2nc3n(n2)C(c2ccccc2Cl)C(C(N)=O)=C(C)N3)c1 (configuration not stated)	.	6.5	11.7	80.4	-6.5	.	73	73	92.1
CCc1ccc2[nH]c(=O)c(CN(Cc3ccc(OC)cc3)Cc3nnnn3CCOC)cc2c1	6.6%	.	8.8	45.8	.	-43.5%	.	.	54.6
CC(C)Oc1ccc(NC(=O)C2CCCNC2=O)cc1 (configuration not stated)	7.4%	2.5	11.7	87.1	-2.5	12.2%	168	168	98.8
CCCOC(=O)C1=C(C)NC2=C(C(=O)C(C(=O)OC)C(C)C2)C1c1ccc(N(C)C)cc1 (configuration not stated)	-14.4%	3.8	-7.6	106.7	-3.8	-31.0%	165	165	99.1
CCN(CCO)C1CC(=O)N(c2ccccc2C)C1=O (configuration not stated)	1.6%	14.1	15.7	80.7	-14.1	-32.3%	183	183	96.3
Cc1cc([N+](=O)[O-])nn1CC(=O)N1CCc2ccccc2C1	-4.1%	2.7	.	.	-2.7	5.4%	147	147	.
O=C(Oc1cccc2ccccc12)c1ccco1	-12.6%	-8.9	-14.1	77.9	8.9	4.3%	121	121	63.9
c1ccn2c(Cc3nnc4ccccn34)nnc2c1	8.5%	0.1	.	.	-0.1	2.7%	158	158	.
COc1cc(/C=C(/NC(=O)c2ccccc2)C(=O)Nc2ccccc2)c([N+](=O)[O-])cc1OC	0.3%	19.8	.	.	-19.8	-1.2%	98	98	.
O=C1CSC(c2ccccn2)N1c1cccc(Cl)c1 (configuration not stated)	-8.3%	.	7.6	90.3	.	0.7%	.	.	97.9
O=C(c1ccccn1)N1CCN(c2ccc(C(F)(F)F)cn2)CC1	.	6.4	.	.	-6.4	.	155	155	.
COc1cccc(-n2nnc3c(=O)n(CC(=O)NC4CCCC4)cnc32)c1	-0.5%	8.1	-12.2	89.1	-8.1	9.7%	77	77	76.9
O=C(C1CCCN(S(=O)(=O)c2ccccc2)C1)N1CCN(c2ncccn2)CC1 (configuration not stated)	.	18.2	13.3	83.6	-18.2	.	162	162	96.9
N#C/C(=C\c1ccco1)Sc1nc2ccccc2s1	-9.7%	-8.1	7.3	97.6	8.1	8.3%	104	104	104.9
COc1ccccc1NC(=O)c1ccc(CN2CCOCC2)cc1	7.8%	.	13.4	81.0	.	-28.4%	.	.	94.3
CCn1cc(C(=O)N2CC(C)CC(C)C2)c(=O)c2cc(S(=O)(=O)N3CCOCC3)ccc21 (configuration not stated)	-0.1%	1.1	-7.9	87.8	-1.1	-41.8%	218	218	79.9
Cn1nnc2c(NCc3ccco3)nccc21	-4.3%	39.1	-2.4	91.5	-39.1	7.3%	149	149	89.0
CC(NCc1ccccc1)C1COc2ccccc2O1 (configuration not stated)	4.3%	49.1*	16.7	83.3	-49.1	26.0%	171	171*	100.0
CN(C)C(CNS(=O)(=O)c1ccc(F)cc1)c1cccnc1 (configuration not stated)	0.1%	5.2	-7.4	101.1	-5.3	12.2%	49	49	93.7
Cn1c(=O)c2cn(-c3ccc4c(c3)OCCO4)cc2n(C)c1=O	1.0%	6.0	-2.3	76.2	-6.0	-8.1%	145	145	73.9
Cc1nnc2sc(-c3ccc(NC(=O)c4ccc(-c5ccc(Cl)cc5Cl)o4)cc3)nn12	.	8.7	-5.0	13.2	-8.7	.	149	149	8.2
CCn1c(CC(=O)Nc2ccccc2F)nnc1SCC(=O)N1CCN(c2ccccc2)CC1	-3.7%	-0.7	5.2	86.7	0.7	-21.8%	112	112	91.9
O=C(c1cccc(N2C(=O)C3CC=CCC3C2=O)c1)N1CCN(c2ccccc2)CC1 (configuration not stated)	8.5%	-5.1	10.0	96.2	5.1	.	136	136	106.2
COc1ccc(C2CC(=O)Nc3cc(C)c(C)cc32)c(OC)c1OC (configuration not stated)	8.0%	-1.0	-8.4	87.0	1.0	-10.4%	141	141	78.6
CC(C)NC(=O)COC(=O)c1ccc(NS(=O)(=O)c2ccc3c(c2)OCCO3)cc1	-1.4%	11.4	.	.	-11.4	-32.3%	179	179	.
CCOc1ccccc1N1CCN(C(=O)C(Sc2ccccc2)c2ccccc2)CC1 (configuration not stated)	-1.7%	-1.6	.	.	1.6	-23.9%	127	127	.
CCOC(=O)C1CSc2[nH]c(=O)sc2C1c1ccccc1 (configuration not stated)	36.9%	7.3	61.4	89.8	-7.3	6.7%	174	174	151.2
Cc1ccc(N(CC(=O)Nc2ccccc2C(=O)NCc2ccco2)S(=O)(=O)c2ccccc2)cc1C	-13.2%	10.9	.	.	-10.9	-50.4%	163	163	.
COC(=O)c1cc(Br)c(=O)n(Cc2cccnc2)c1	4.2%	-5.4	-11.7	106.6	5.4	9.8%	75	75	94.9
CCCN(CCC)C(=O)Cn1c(=O)n(CCCCC(=O)NC2CCCC2)c(=O)c2ccccc21	-1.6%	-3.5	3.6	70.3	3.5	-17.8%	128	128	74.0

These rows are one share of the data; the hit share may differ from the screen's.
